RORg inh: inhibitors of mouse ROR gamma transcriptional activity | Potency, µM (doses to about 53.6 µM), for inactives: at the top dose activity change, negative = inhibition, usual class: inhibitors | Drosophila S2 Gal4-RORgamma UAS-luciferase reporter, 20 h | actives 5.4% (n = 310,000); further: potency means the concentration at half of the fitted maximal effect; on the % scale 0 is the no-effect control and ±100 the full control effect; nearly all actives have a fitted effect of over 60% in size
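A Gal4/UAS one-hybrid system in insect cells: metallothionein-promoter Gal4–ROR gamma fusion plus Photinus luciferase reporter. Copper sulfate 700 uM final, 20 hr ambient incubation, luminescent detection after 10 min with reagent.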
ELG1 DNA repair: inhibitors of ELG1-dependent DNA repair in HEK293T cells; actives 2.3% (n = 330,000); AID 504467; Potency, µM (doses to about 46.1 µM), without a hit: at the top dose activity change, negative = inhibition, most hits filed as inhibitors; HEK293T ELG1-luciferase reporter, luminescence, 16 h; DNA damage induced by 5-fluorouridine; further: potency means the concentration at half of the fitted maximal effect; on the % scale 0 is the no-effect control and ±100 the full control effect; nearly all actives have a fitted effect of over 55% in size
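Overnight (16 hr) co-exposure of 2,000 cells/well to 5-fluorouridine and compound at 37 °C preceded detection. Luciferase was quantified via ONE-Glo luminescence; loss of signal denotes inhibition.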
Gal4-VP16 FLuc: Gal4-VP16 reporter inhibition counter-screen. Drosophila S2 Gal4-VP16 UAS-luciferase, luminescence, 20 h. Potency, µM (titrated, usually from 53.6 µM), for the others: at the top dose activity, negative = inhibition, hits mostly inhibitors. actives 3.5% (n = 310,000);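 further: Gal4-VP16 expression switched on by copper sulfate through the metallothionein promoter; potency means the concentration at half of the fitted maximal effect; on the % scale 0 is the no-effect control and ±100 the full control effect; nearly all actives have a fitted effect of over 50% in size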
Rab9 promoter act: activators of Rab9 promoter. AID 485297. Potency, µM (series often up to 9.22 µM), for the others: at the highest dose activation, negative = inhibition, most hits filed as activators. Huh7 Rab9 promoter-luciferase reporter, luminescence, 24 h. actives 2.8% (n = 320,000); further: potency means the concentration at half of the fitted maximal effect; % of control where 0% means no effect; nearly all actives have a fitted effect of over 60% in size
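Luciferase signal after 10 min detection reagent at ambient indicates Rab9 promoter upregulation; stably transfected Huh7 cells were treated 24 h with compound in DMSO at 37 °C, 5% CO2.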
p53 reactivation: mutant p53 re-activation in reporter cells. H1299 p53-A138V BP100-luciferase reporter, luminescence, 24 h. Potency, µM (titrated, usually from 92.2 µM), for the others: at the top dose activity change, positive = activation, actives largely listed as activators. actives 0.063% (n = 320,000). AID 504706; further: potency means the concentration at half of the fitted maximal effect; % of control where 0% means no effect; nearly all actives have a fitted effect of over 45% in size
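p53-null H1299 cells stably carrying temperature-sensitive p53-A138V and a BP100-luciferase reporter were pinned with compounds (4-point, 1:5 series) and held 24 hrs at 37 deg C. Luminescence was read 10 min after detection reagent.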
TRPV1 ag: agonists of human vanilloid receptor 1 (TRPV1); Q8NER1; TRPV1-expressing cells, Fluo-8 calcium influx, agonist mode; activation, % at 8.33 µM; actives 0.19% (n = 320,000); AID 540275; in the data active means activation above about 80%; inconclusive means between about 30% and that limit; further: 0% is about no effect
Target sequence (Q8NER1 whole entry, looked up): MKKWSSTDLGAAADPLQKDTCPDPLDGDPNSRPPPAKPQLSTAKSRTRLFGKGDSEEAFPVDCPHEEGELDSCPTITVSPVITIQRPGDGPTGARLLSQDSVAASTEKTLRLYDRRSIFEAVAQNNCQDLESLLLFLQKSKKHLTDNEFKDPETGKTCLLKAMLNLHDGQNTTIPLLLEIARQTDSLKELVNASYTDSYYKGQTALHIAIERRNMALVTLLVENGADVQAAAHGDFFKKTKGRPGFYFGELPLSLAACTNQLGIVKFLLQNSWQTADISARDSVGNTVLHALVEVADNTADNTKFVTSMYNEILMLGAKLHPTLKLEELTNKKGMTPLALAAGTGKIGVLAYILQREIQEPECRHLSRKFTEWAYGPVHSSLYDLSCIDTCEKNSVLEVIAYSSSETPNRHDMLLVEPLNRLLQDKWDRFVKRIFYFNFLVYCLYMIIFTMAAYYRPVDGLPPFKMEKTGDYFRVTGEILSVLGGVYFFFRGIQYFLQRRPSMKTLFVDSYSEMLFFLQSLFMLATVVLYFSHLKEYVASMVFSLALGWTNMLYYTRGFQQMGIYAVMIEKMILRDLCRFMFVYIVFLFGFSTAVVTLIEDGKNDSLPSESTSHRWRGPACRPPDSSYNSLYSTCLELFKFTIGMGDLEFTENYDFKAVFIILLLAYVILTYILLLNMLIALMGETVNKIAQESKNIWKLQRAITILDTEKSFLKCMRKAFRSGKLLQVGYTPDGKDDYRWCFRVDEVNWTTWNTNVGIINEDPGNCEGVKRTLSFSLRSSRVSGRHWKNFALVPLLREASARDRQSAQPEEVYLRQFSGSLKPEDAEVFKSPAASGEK
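Cells expressing TRPV1 were dye-loaded with Fluo-8 and read kinetically: 10 s baseline, 3 min after compound (agonist portion), then 2 min after EC20 capsaicin (allosteric enhancer portion). Calcium-bound dye fluorescence at 480/520 nm.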
BRCA1 expr up: activators of BRCA1 expression | MCF7-BRCA1-FFLuc reporter, luminescence, 48 h; response scale: scaled: vehicle 0%, 10 µM genistein 100% | Potency, µM (highest dose often 46.1 µM), inactives show at the highest dose activation, most hits filed as activators | actives 1.1% (n = 380,000) | AID 624202; further: potency means the concentration at half of the fitted maximal effect; nearly all actives have a fitted effect of over 80% in size; some results filed as inactive show a strong effect at the top dose
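Luminescence from a BRCA1-driven firefly luciferase in MCF7 cells was read after 48 h compound exposure at 37 C. Data normalized against DMSO and a 10microM genistein activation control, then curve-fitted across the titration.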
NPC1 promoter act: activators of NPC1 promoter | Huh7 NPC1 promoter luciferase reporter, 24 h | Potency, µM (top dose mostly 9.22 µM), for the others: top-dose activation, most hits filed as activators | actives 2.4% (n = 320,000);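 further: potency means the concentration at half of the fitted maximal effect; % of control where 0% means no effect; nearly all actives have a fitted effect of over 60% in size; reporter is driven by a mutant NPC1 promoter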
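Readout is luciferase luminescence, reflecting NPC1 promoter activation in stably transfected Huh7 cells after 24 h compound exposure at 37 °C in reduced-serum medium with 10% FBS.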
ELG1 genotoxic: inducers of genotoxicity in HEK293T ELG1-luciferase cells; HEK293T ELG1-luciferase reporter, luminescence, 16 h; actives 1.3% (n = 330,000); Potency, µM (doses to about 46 µM), for the others: at the highest dose activity change, positive = activation, hits mostly activators; further: potency means the concentration at half of the fitted maximal effect; % of control where 0% means no effect; nearly all actives have a fitted effect of over 60% in size
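Screening used a luciferase reporter fused to human ELG1 in HEK293T cells. Luminescence was read on a CCD plate imager after 16 hr exposure and 30 min ONE-Glo incubation.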
Tb PFK block: T. brucei PFK enzyme inhibition | actives 0.17% (n = 330,000) | T. brucei PFK, ADP-Glo luminescence | Potency, µM (series often up to 57.5 µM), without a hit: at the top dose activity, negative = inhibition, most hits filed as inhibitors | O15648;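 further: potency means the concentration at half of the fitted maximal effect; 0% = uninhibited 1x PFK enzyme wells and -100% = no-enzyme wells; nearly all actives have a fitted effect of over 60% in size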
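In TEA buffer at pH 8.0 with 5 mM MgCl2, enzyme (1.25 nM) converted F6P (0.5 mM) and ATP (0.1 mM) for 45 min at room temperature. ADP product was read by luciferase luminescence.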
FLuc counter: firefly luciferase modulation, counter-screen for miR-21 project; P08659; purified FLuc, Km substrates, luminescence inhibition; Potency, µM (top dose mostly 57.5 µM), for inactives: top-dose activity change, negative = inhibition, actives largely listed as inhibitors; actives 6.9% (n = 360,000); AID 588342;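 further: potency means the concentration at half of the fitted maximal effect; plate controls were vehicle for no effect and reference inhibitor for full effect; nearly all actives have a fitted effect of over 55% in size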
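Purified P. pyralis luciferase, 10 nM final, with Km-level 10 uM D-luciferin and 10 uM ATP in 50 mM Tris acetate pH 7.5, 10 mM Mg acetate, 0.01% Tween-20, 0.05% BSA; 6-point qHTS titration about 60 µM downward; luminescence read.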
* marks the source's active call; other numbers are inactive results; ? = inconclusive; nt = no result given; & = joins results of further samples; [ ] = another dose, or the depositor's remark. Unless noted, the call rests on the fitted dose curve; in most records, active means well fitted curve in the direction sought with a large enough effect; inconclusive means small, poorly fitted or top-dose-only effect, or another doubt; inactive means no such curve, though single readings can be large; an effect the other way counts as inactive or inconclusive.

SMILES	RORg inh	ELG1 DNA repair	Gal4-VP16 FLuc	Rab9 promoter act	p53 reactivation	TRPV1 ag	BRCA1 expr up	NPC1 promoter act	ELG1 genotoxic	Tb PFK block	FLuc counter
CC(C)=C1C2CC2C2C(C(=O)O)C12 (stereo not given)	-8%	1%	-3%	6%	-1%	0	-22%	-2%	-1%	0%	8%
CCOc1ccc(-c2nn[nH]n2)cc1	0%	?	0%	-4%	7%	-5	-5%	10%	3%	1%	11µM*
COc1ccccc1NC(=O)NC1(C(=O)N2CCCCCC2)CCCCC1	22%	-11%	10%	-6%	-5%	2	-24%	0%	4%	-1%	-1%
CCOC(=O)C1=C(C)NC(=O)NC1c1cc(C)sc1C (stereo not given)	-17%	-11%	1%	-9%	-16%	-1	-30%	-5%	-1%	18%	-1%
O=C(NCCOC(=O)c1ccccc1)c1ccccc1	nt	15%	nt	-6%	-3%	?	7%	0%	2%	0%	nt
CCC(C)(C)n1nnnc1C(c1cc2cc(C)cc(C)c2[nH]c1=O)N1CCN(Cc2ccc3c(c2)OCO3)CC1 (stereo not given)	3%	-16%	8%	0%	-4%	-1	-35%	-6%	-3%	6%	-1%
Cc1ccsc1C(=O)OCC(=O)N1CCOCC1	2%	?	-14%	24%	11%	1	14%	26%	?	-4%	-17%
Oc1ccc(CNc2ccc(F)cc2)c2cccnc12	11µM*	?	?	3%	25%	0	-88%[inhibitor]	1%	5%	-7%	-2%
Cc1noc(N)c1C(=O)Nc1ccc(F)c(Cl)c1	9%	2%	-7%	-4%	8%	6	1%	-8%	2%	-18%	0%
O=C(NCc1ccco1)C1CC(c2ccc(Cl)cc2)=NO1 (stereo not given)	0%	?	5%	1%	6%	7	29%	9%	13%	-10%	-8%
COc1cc2c(cc1OC)CN(C(=S)Nc1ccc(C)cc1C)CC2	10µM*	-14%	20µM*	-1%	3%	?	-23%	-5%	1%	-4%	5%
Cc1ccc(NC(=O)c2cc(-c3cccs3)nc3ccccc23)nc1	-23%	?	21%	-9%	-4%	18	-34%	-4%	-15%	5%	?
CN(C)CCNC(=O)c1ccc2c(=O)n(Cc3ccc(Cl)cc3)c(=S)[nH]c2c1	?	?	?	1%	2%	2	-27%	-1%	2%	3%	0%
CN(C)C(CNC(=O)Cc1cccc(C(F)(F)F)c1)c1ccco1 (stereo not given)	-7%	-11%	-14%	-11%	0%	4	-23%	-5%	2%	-10%	-2%
O=S(=O)(Nc1cccc(-n2cnnn2)c1)c1ccc(Cl)cc1	?	2%	-7%	2%	-2%	1	-10%	23%	-6%	-2%	0%
N=C1/C(=C/c2cccs2)C(=O)N=C2SN=C(SCc3ccccc3)N12	41%	?	18%	20%	26%	-1	42%	24%	-2%	-1%	?
O=S(=O)(CC(CN1CCOCC1)N1CCOCC1)c1ccccc1 (stereo not given)	-12%	-4%	13%	-2%	14%	1	1%	-6%	1%	-2%	0%
CC[n+]1c(/C=C/c2ccc(OC)c(OC)c2)ccc2ccccc21	-12%	?	-4%	5%	2%	0	?	15%	10µM*	1%	3.4µM*
COc1ccc(CCN(C)C(=O)CSc2nnc(-c3ccco3)o2)cc1OC	-3%	16%	2%	3%	7%	-2	-4%	-1%	10%	-6%	-2%
CCC(C)NC(=O)CSc1nc2ccsc2c(=O)n1NC(=O)c1ccccc1 (stereo not given)	42%	?	9%	-22%	20%	-3	30%	2%	2%	2%	-2%

Compounds above that contain an NH in an aromatic ring, in the order listed:
SMILES	RORg inh	ELG1 DNA repair	Gal4-VP16 FLuc	Rab9 promoter act	p53 reactivation	TRPV1 ag	BRCA1 expr up	NPC1 promoter act	ELG1 genotoxic	Tb PFK block	FLuc counter
CCOc1ccc(-c2nn[nH]n2)cc1	0%	?	0%	-4%	7%	-5	-5%	10%	3%	1%	11µM*
CCC(C)(C)n1nnnc1C(c1cc2cc(C)cc(C)c2[nH]c1=O)N1CCN(Cc2ccc3c(c2)OCO3)CC1 (stereo not given)	3%	-16%	8%	0%	-4%	-1	-35%	-6%	-3%	6%	-1%
CN(C)CCNC(=O)c1ccc2c(=O)n(Cc3ccc(Cl)cc3)c(=S)[nH]c2c1	?	?	?	1%	2%	2	-27%	-1%	2%	3%	0%

Going on with the list.
SMILES	RORg inh	ELG1 DNA repair	Gal4-VP16 FLuc	Rab9 promoter act	p53 reactivation	TRPV1 ag	BRCA1 expr up	NPC1 promoter act	ELG1 genotoxic	Tb PFK block	FLuc counter
C=CCN1C(=O)C(Cc2ccccc2Cl)SC1=Nc1ccc(C(=O)O)cc1 (stereo not given)	3%	?	-19%	-3%	-6%	-3	13%	-1%	3%	1%	2%
Cc1c(Br)c([N+](=O)[O-])nn1CC(=O)Nc1sc2c(c1C(=O)OC(C)C)CCC(C)C2 (stereo not given)	-4%	20%	-8%	-10%	-2%	4	-2%	-8%	1%	0%	2%
Cc1ccc(-n2nc3ccc(NC(=O)c4cccc([N+](=O)[O-])c4C)cc3n2)cc1	37%	?	?	-13%	23%	1	2%	-7%	8%	-4%	?
CC(Oc1cccc(Br)c1)C(=O)NNC(=O)CCS(=O)(=O)c1ccccc1 (stereo not given)	nt	?	nt	nt	-2%	nt	-11%	nt	2%	-1%	nt
COc1ccc(C(=O)O/N=C(/c2ccccc2)c2ccncc2)cc1	22%	?	-25%	23%	?	29	57%	14%	?	-7%	?
CC(=O)c1c(C)[nH]c(C(=O)OCC(=O)Nc2ncc(Cl)c(C)c2Cl)c1C	-1%	-10%	-1%	-7%	-5%	3	-44%	-2%	2%	3%	10%
NNC(=O)c1nnn(-c2nonc2N)c1CN1CCCC1	0%	-9%	-1%	0%	nt	2	3%	0%	3%	1%	5%
COc1cc(NC(=O)c2ccccc2)ccc1NC(=O)c1cc2ccccc2o1	3%	?	-1%	-1%	-2%	-3	-36%	-11%	8%	-19%	1%&-6%
COc1ccccc1CNC(=O)CN1C(=O)NC(c2ccccc2)(c2ccc(C)c(C)c2)C1=O (stereo not given)	nt	?	nt	-3%	-11%	-5	-94%	-8%	-6%	-2%	2%
Cc1nc(-c2cccc(N)c2)cs1	30%	?	2%	-1%	9%	-3	23%	11%	19%	?	-15%
CC(C)(Cl)C1Cc2cc3ccc(=O)oc3cc2O1 (stereo not given)	-1%	?	0%	21%	13%	1	92%	29%	11%	1%	?
O=C(NC1CC(=O)c2sccc21)c1ccc(Cl)cc1Cl (stereo not given)	-2%	?	18%	2.8µM*	1%	1	?	?	?	4%	17µM*
CC(=O)C1=C(C)NC(=O)NC1c1ccc2c(c1)OCO2 (stereo not given)	1%	15%	-2%	0%	-4%	1	-2%	0%	1%	1%	5%
COc1ccc(/C=N/N=C(\N)c2nonc2N)cc1	?	?	?	0.4µM*	?	4	?	0.63µM*	0.73µM*	-8%	2.1µM*
CC(C)Cc1cc(C(=O)Nc2ccc3c(c2)OCO3)no1	?	?	-27%	3.2µM*	?	?	?	3.2µM*	4.6µM*	-7%	5.4µM*
O=C(CSc1nnc2ccccn12)N1CCOCC1	5%	26%	7%	-4%	11%	nt	0%	-1%	4%	-6%	5%
O=C(CN1CCN(CN2C(=O)NC3(CCCCCC3)C2=O)CC1)Nc1ccc(F)cc1	nt	15%	nt	-6%	-5%	-7	-5%	0%	1%	0%	0%
Cc1ccccc1C(=O)c1cccn1CC(=O)NCCCN1CCc2ccccc2C1	-8%	?	-4%	-6%	10%	1	-23%	-5%	-10%	-2%	-8%
O=C(Nc1nccs1)c1ccc2ccccc2n1	7.1µM*	?	?	?	?	23	44%	4µM*	?	0%	3.4µM*
COCC(C)n1c(C)cc(C(=O)COC(=O)C2=NN(c3ccccc3)C(=O)CC2)c1C (stereo not given)	-14%	13%	1%	-6%	0%	4	nt	-3%	0%	2%	?
CSc1nnc2c3ccccc3n(CCc3ccccc3)c2n1	8%	-6%	3%	10%	-2%	-1	-5%	-4%	-17%	0%	-3%
NC(=O)c1ccsc1NC(=O)COC(=O)Cc1ccsc1	17%	0%	-5%[0.365 µM]	-4%	0%	1	10%	1%	9%	10%	?
O=C(CSCc1ccc(F)cc1)Nc1ccc(F)cc1	5%	?	3%	-1%	24%	?	17%	0%	8%	-4%	?
C=CCc1ccc(OCCOCCOc2cccc3ccc(C)nc23)c(OC)c1	-31%	?	-11%	0%	-2%	4	-34%	-3%	-13%	3%	-7%
CC(NCc1ccccc1OC1CCCC1)c1ccccc1 (stereo not given)	-18%	-8%	4%	-4%	-4%	10	-22%	-2%	-5%	-8%	1%
Cc1cc2c(cc1C)C(c1ccccc1OC(C)C)CC(=O)N2 (stereo not given)	11%	0%	3%	-19%	nt	?	-56%	-27%	0%	-1%	0%
CCc1ccc(N2C(=O)CN(Cc3cc(OC)c(OC)c(OC)c3)C2=S)cc1	?	-23%	3%	1%	-4%	?	-39%	-3%	-4%	0%	0%

Source: PubChem
